Screens deposited in PubChem by National Center for Advancing Translational Sciences (NCATS).
PLK1 PBD inh: inhibitors of human PLK1 polo-box domain binding. P53350. Plk1 PBD binding of FITC phosphopeptide, fluorescence polarization. Potency, µM, for the others: max response, negative = inhibition, actives largely listed as inhibitors. 2.8% of 360,000 active; further: potency means the concentration at half of the fitted maximal effect; series mostly up to about 57 µM; on the % scale 0 is the no-effect control and ±100 the full control effect; nearly all actives have a fitted effect of over 65% in size
CCT modulator: modulators of cytosolic chaperonin (CCT/TRiC) activity | purified chaperonin ATPase assay, HTRF ADP detection, 30 min | activity change, % (no concentration beside the values), hits read low | 0.3% of 360,000 active | AID 651819; in the data active means activity change below about -30%; further: on the % scale 0 is the no-effect control and ±100 the full control effect
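Nucleotide hydrolysis assay: TRiC at 20–40 nM final (set by batch activity) with 10 uM ATP, 30 min at 37 °C, in presence of 76 uM compound. Detection by competitive ADP HTRF, 30 min ambient.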
EPAC1 agonist: activates human EPAC1 exchange factor; EPAC1 agonist qHTS, biochemical assay; response scale: 100% = response to 6.5 mM cAMP; O95398; 0.073% of 360,000 active; Potency, µM (top dose mostly 154 µM), for inactives: at the highest dose activation, most hits filed as activators; AID 720707; further: potency means the concentration at half of the fitted maximal effect; nearly all actives have a fitted effect of over 60% in size
Target sequence (O95398 whole entry, looked up): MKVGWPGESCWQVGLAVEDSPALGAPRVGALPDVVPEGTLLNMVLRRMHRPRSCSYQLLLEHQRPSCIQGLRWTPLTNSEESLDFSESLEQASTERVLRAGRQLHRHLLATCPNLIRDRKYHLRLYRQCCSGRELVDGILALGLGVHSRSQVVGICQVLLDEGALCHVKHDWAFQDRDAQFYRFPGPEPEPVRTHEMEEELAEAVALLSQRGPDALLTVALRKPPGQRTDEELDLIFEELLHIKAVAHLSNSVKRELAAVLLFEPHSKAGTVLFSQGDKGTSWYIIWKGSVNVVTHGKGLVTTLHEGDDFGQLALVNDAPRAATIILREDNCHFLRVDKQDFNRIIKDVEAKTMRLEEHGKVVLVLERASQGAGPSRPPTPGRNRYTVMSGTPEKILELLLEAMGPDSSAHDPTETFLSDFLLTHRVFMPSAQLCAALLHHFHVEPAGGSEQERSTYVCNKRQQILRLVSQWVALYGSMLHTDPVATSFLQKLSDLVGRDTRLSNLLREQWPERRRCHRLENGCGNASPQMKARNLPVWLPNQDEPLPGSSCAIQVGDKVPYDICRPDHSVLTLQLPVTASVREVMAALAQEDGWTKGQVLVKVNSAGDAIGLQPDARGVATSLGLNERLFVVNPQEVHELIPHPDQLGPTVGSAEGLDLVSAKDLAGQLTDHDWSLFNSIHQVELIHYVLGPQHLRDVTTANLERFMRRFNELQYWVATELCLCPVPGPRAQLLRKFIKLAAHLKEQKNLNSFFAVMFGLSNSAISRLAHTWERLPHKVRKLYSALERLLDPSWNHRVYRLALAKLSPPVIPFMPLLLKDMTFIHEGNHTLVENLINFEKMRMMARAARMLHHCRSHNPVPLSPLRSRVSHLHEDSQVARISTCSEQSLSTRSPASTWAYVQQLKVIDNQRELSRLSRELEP
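Nucleotide exchange by EPAC1 (100 nM) on Rap1B–BODIPY-GDP (250 nM) in the presence of 50 uM GDP is tracked fluorescently at 480/540 nm over 30 min. Signals are normalized to a 6.5 mM cAMP control.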
WRN helicase inh: inhibitors of human WRN helicase | Q14191 | Potency, µM (highest dose often 114 µM), for the others: at the top dose activity change, negative = inhibition, most hits filed as inhibitors | WRN helicase unwinding, fluorescent forked duplex, kinetic | 0.46% of 360,000 active; further: potency means the concentration at half of the fitted maximal effect; on the % scale 0 is the no-effect control and ±100 the full control effect; nearly all actives have a fitted effect of over 55% in size
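WRN at 20 nM final preincubated with compound 15 min at room temperature; reaction started with 100 nM fluorophore/quencher forked duplex oligonucleotide and 2 mM ATP final. Unwinding followed kinetically by red fluorescence (ex 525, em 598 nm).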
Mm-Cpn inhibitor: blocks the Methanococcus maripaludis chaperonin Mm-Cpn; 0.031% of 330,000 active; AID 504842; purified Mm-Cpn ATPase, ADP Transcreener TR-FRET; Potency, µM (highest dose often 76.9 µM), without a hit: at the top dose activity, negative = inhibition, usual class: inhibitors; further: potency means the concentration at half of the fitted maximal effect; on the % scale 0 is the no-effect control and ±100 the full control effect; nearly all actives have a fitted effect of over 80% in size
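ATPase read-out: TR-FRET ADP immunoassay (anti-ADP Eu cryptate vs ADP-d2), ex 320 nm, em 590/665 nm; signal drops as ADP forms. Enzyme 25 nM, ATP 10 uM, 30 min at 37°C after 10 min compound preincubation.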
EPAC1 antag: antagonists of human EPAC1; O95398; 0.14% of 360,000 active; Potency, µM (top dose mostly 115 µM), without a hit: top-dose activity change, negative = inhibition, actives largely listed as inhibitors; EPAC1 GEF assay, Rap1b-BODIPY-GDP exchange fluorescence;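 further: potency means the concentration at half of the fitted maximal effect; plate controls were vehicle for no effect and positive control for full effect; nearly all actives have a fitted effect of over 50% in size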
EPAC2 antagonist: blocks human EPAC2 exchange factor; Q8WZA2; EPAC2 GEF exchange of Rap1B-BODIPY-GDP, fluorescence; Potency, µM (series often up to 114 µM), without a hit: at the highest dose activity, negative = inhibition, hits mostly inhibitors; 0.18% of 360,000 active; further: potency means the concentration at half of the fitted maximal effect; on the % scale 0 is the no-effect control and ±100 the full control effect; nearly all actives have a fitted effect of over 45% in size; many of its hits are not listed in these tables
PI5P4Ka inh: PI5P4K alpha (human) kinase inhibition. P48426. PI5P4Kalpha enzyme, ADP-Glo luminescence, 60 min; active compounds read low. max response, %. 1.2% of 330,000 active; active means max response of -50% or lower; inconclusive means between -30% and -50%; inactive means -30% or higher; further: value at the top dose of about 77 µM; on the % scale 0 is the no-effect control and ±100 the full control effect
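qHTS, 1536-well: enzyme/substrate mix, compound by pin tool, 5 microM ATP final; RT 60 min; ADP-Glo reagents 1 (45 min) then 2 (30 min); luminescence.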
Active calls of the source: *; ? = inconclusive; / = not tested or not shown; [ ] = remark or other dose. Unless noted, the call rests on the fitted dose curve; in most records, active means well fitted curve in the direction sought with a large enough effect; inconclusive means small, poorly fitted or top-dose-only effect, or another doubt; inactive means no such curve, though single readings can be large; an effect the other way counts as inactive or inconclusive. The list is partial (hit frequency here may not be typical).

SMILES | PLK1 PBD inh | CCT modulator | EPAC1 agonist | WRN helicase inh | Mm-Cpn inhibitor | EPAC1 antag | EPAC2 antagonist | PI5P4Ka inh
CC(C)(C)c1cc(NC(=O)CSc2nnc(NCc3ccccc3)s2)n(-c2ccccc2)n1 | -13% | -1.7 | 7% | -7% | -1% | -1% | -10% | 0
Nc1sc(-c2ccccc2)cc1C(=O)NCCc1ccc(Cl)cc1 | 9% | / | -5% | -16% | / | -17% | 0% | ?
CC1CN(C(=O)NCc2ccccc2)c2cc(Cl)ccc2O1 (stereo not given) | -1% | -2.4 | -2% | -1% | -1% | -10% | -2% | 4
N#Cc1c(N2CCCCC2)nc(N2CCCCC2)c2c1CCN(Cc1ccccc1)C2 | -8% | -1.9 | 15% | -9% | -2% | -2% | -5% | /
COc1ccc2c(c1)c[n+](C)c1c3cc(OC)c(OC)cc3ccc21 | 12µM* | 0.3 | 7% | 0% | / | -14% | 7% | 3
CC(C)CNC(=O)c1cccc(NC(=O)c2ccc(Cl)c([N+](=O)[O-])c2)c1 | 3% | 1.2 | 2% | -17% | 0% | -18% | ? | 2
CCN(CC(=O)Nc1c(F)cccc1F)C(=O)c1ccc(Sc2nncn2C)c([N+](=O)[O-])c1 | 8% | -0.7 | 4% | 5% | 0% | -4% | 5% | -7
O=C(Cc1ccccc1)NCCc1cccc(Cl)c1 | -8% | -1.5 | 5% | 5% | 2% | 3% | 2% | 1
N#Cc1ccc(C(=O)NC2CCCCCCC2)cc1 | -26% | -2.1 | 2% | -6% | 0% | 11% | 18% | 1
FC(F)(F)COc1nc(N/N=C/c2cccnc2)nc(N2CCCCC2c2ccccn2)n1 (stereo not given) | 1% | -5.8 | -6% | 0% | 1% | 4% | -29% | -4
O=C(COC(=O)C1CCN(c2ccc(C(F)(F)F)cn2)CC1)NCc1ccc(F)cc1 | -1% | -0.3 | -8% | -5% | 0% | -13% | -15% | -1
COc1cccc(N/N=C(\C#N)S(=O)(=O)C(C)(C)C)c1 | -8% | 0.0 | 1% | -7% | -2% | 5% | 1% | -5
O=C1Cc2ccccc2C(=O)N1c1ccccc1 | 1% | -0.9 | 3% | -6% | 0% | -12% | -4% | 0
COc1ccc(Cc2c(-c3cccc(Br)c3)nc3ccc(Br)cn23)c(C)c1 | -22% | -0.3 | 10% | -8% | / | -12% | -19% | -9
CCOC(=O)C1=C(C(=O)OCC)N(Cc2ccccc2)CCC1=O | -29% | -0.8 | -7% | 1% | / | -1% | 14% | 4
Cc1c(OCC(=O)NCCCN2CCCC2=O)ccc2c3c(c(=O)oc12)CCC3 | -11% | -3.9 | 19% | 3% | -7% | 0% | 2% | 6
CCCCCC1CCC(c2ccc(C(N)=O)cc2)CC1 (stereo not given) | -5% | 0.5 | 0% | -2% | -1% | -7% | -13%[57.1 µM] | 13
CC(C)=NNC1=NC(C)(C)Cc2ccccc21 | 1% | -1.4 | 0% | -2% | -1% | 7% | 3% | 4
Cc1nc2ccccc2c(=O)n1NC(=O)/C=C/c1ccc(Br)cc1 | -15% | -3.5 | 17% | -27%[57.1 µM] | 0% | -22% | -3% | 1
Cn1c(NCCCO)nc2c(c1=O)C1(CCCCC1)Cc1ccccc1-2 | 0% | 4.2 | 4% | -20% | -1% | ? | -8% | 21
CN(C(=O)COC(=O)c1n[nH]c2ccccc12)C1CCS(=O)(=O)C1 (stereo not given) | -1% | 2.1 | -6% | 5% | -1% | 2% | 4% | 3
CCOc1cccc(C2/C(=C(/O)c3ccc4c(c3)CC(C)O4)C(=O)C(=O)N2Cc2ccncc2)c1 (stereo not given) | -11% | -1.6 | -13% | -2% | -5% | -7% | -2% | 2
CCS(=O)(=O)N1CCN(c2nc(-c3ccccc3)cs2)CC1 | -21% | 0.8 | 5% | -11% | -6% | 2% | -1% | /
CC1CN(C(=O)c2cccc(C(=O)N3CC(C)OC(C)C3)c2)CC(C)O1 (stereo not given) | -4% | -1.3 | 4% | -5% | 0% | 1% | 6% | 1
CC(=O)Oc1cccc(NC(=O)c2ccc3c(c2)C(=O)N(CC(C)C)C3=O)c1 | 4% | 1.6 | -12% | 1% | 0% | 2% | -4% | 4

9 of the compounds above, comma-delimited:
structure,PLK1 PBD inh,CCT modulator,EPAC1 agonist,WRN helicase inh,Mm-Cpn inhibitor,EPAC1 antag,EPAC2 antagonist,PI5P4Ka inh
CC(C)(C)c1cc(NC(=O)CSc2nnc(NCc3ccccc3)s2)n(-c2ccccc2)n1,-13%,-1.7,7%,-7%,-1%,-1%,-10%,0
Nc1sc(-c2ccccc2)cc1C(=O)NCCc1ccc(Cl)cc1,9%,/,-5%,-16%,/,-17%,0%,?
CC1CN(C(=O)NCc2ccccc2)c2cc(Cl)ccc2O1 (stereo not given),-1%,-2.4,-2%,-1%,-1%,-10%,-2%,4
N#Cc1c(N2CCCCC2)nc(N2CCCCC2)c2c1CCN(Cc1ccccc1)C2,-8%,-1.9,15%,-9%,-2%,-2%,-5%,/
COc1ccc2c(c1)c[n+](C)c1c3cc(OC)c(OC)cc3ccc21,12µM*,0.3,7%,0%,/,-14%,7%,3
CC(C)CNC(=O)c1cccc(NC(=O)c2ccc(Cl)c([N+](=O)[O-])c2)c1,3%,1.2,2%,-17%,0%,-18%,?,2
CCN(CC(=O)Nc1c(F)cccc1F)C(=O)c1ccc(Sc2nncn2C)c([N+](=O)[O-])c1,8%,-0.7,4%,5%,0%,-4%,5%,-7
O=C(Cc1ccccc1)NCCc1cccc(Cl)c1,-8%,-1.5,5%,5%,2%,3%,2%,1
N#Cc1ccc(C(=O)NC2CCCCCCC2)cc1,-26%,-2.1,2%,-6%,0%,11%,18%,1

More entries:
SMILES | PLK1 PBD inh | CCT modulator | EPAC1 agonist | WRN helicase inh | Mm-Cpn inhibitor | EPAC1 antag | EPAC2 antagonist | PI5P4Ka inh
O=C(Nc1ccccc1C(F)(F)F)N1CCN(c2ccc3nnc(-c4ccc(F)cc4)n3n2)CC1 | -4% | -0.4 | 3% | 11% | -4% | 0% | 2% | /
O=C(Cc1ccc(F)cc1)N/N=C/c1ccc2c(c1)OCO2 | -1% | 3.3 | -2% | 2% | 0% | -12% | 2% | -7
COC(=O)CCN1CCC2CC1c1cc(N3CCCCC3)ccc12 (stereo not given) | -15% | 0.4 | -1% | -13% | / | -4% | 9% | 4
CCN(C(C)=O)c1nnc(CSc2nc3ccccc3s2)s1 | -6% | -1.8 | -11% | 9% | 0% | -9% | 5% | 0
Cc1cc(C)nc(NC2=NCCN2C(=O)NC2CCCCC2)n1 | 7.5µM* | -1.7 | -9% | 11% | 0% | 1% | -4% | ?
Cc1ccc(S(=O)(=O)NNC(=O)C(=O)NNc2ccccn2)cc1 | 1% | -4.2 | -5% | -16% | 3% | 6% | 18% | 11
CC(C)(C)c1cc(C(=O)C[n+]2ccc(C(=O)NCCCO)cc2)cc(C(C)(C)C)c1O | -3% | 1.3 | 13% | -2% | 1% | -3% | -3% | 10
O=C(O)CCn1cc(/C=C2\SC(=S)NC2=O)c(-c2ccccc2)n1 | -13% | -1.6 | -2% | -11% | -18% | -6% | 14% | ?
N#CCc1c(C#N)c(N)nc(N2CCN(S(=O)(=O)c3ccccc3F)CC2)c1C#N | -2% | -0.5 | -2% | -2% | ? | 6% | 4% | -28
O=[N+]([O-])c1cc(C(F)(F)F)ccc1N1CCN(CCO)CC1 | -7% | 1.4 | -6% | 7% | -5% | -10% | -2% | 4
CCC1(CC)Cc2ccccc2-c2nc(CCl)[nH]c(=O)c21 | -6% | -0.2 | 5% | -10% | 0% | -27% | 8% | 14
OCC[C@@H]1C[C@@H](O)[C@H](O)[C@]2(OCCc3ccccc32)O1 | 5% | -1.4 | -4% | -5% | 0% | 8% | 14% | -3
Cc1ccc([C@@H]2C[C@H]3[C@@H](CN2S(=O)(=O)c2ccc(Cl)cc2)C(=O)C[C@@H](c2ccccc2)N3S(=O)(=O)c2ccc(C)cc2)cc1 | -10% | 1.2 | -3% | 3% | / | 8% | -1% | -3
CC1(C)C(c2ccccc2)=NC(c2ccc(F)cc2)N1O (stereo not given) | -1% | -1.7 | 0% | 4% | -1% | 9% | 3% | /
C/C=C(/C)C(=O)O[C@@H]1c2c(ccc3ccc(=O)oc23)O[C@@H]1C(C)(C)OC(=O)/C(C)=C\C | 4% | -4.8 | -34%[inhibitor] | -4% | -4% | -24% | ? | 1
CCOC(=O)N1CCC(NC(=O)c2ccc3nc(N4CCOCC4)sc3c2)CC1 | -8% | -0.5 | 0% | 13% | 0% | -5% | 11% | 0
O=C(Oc1ccc(-c2nnco2)cc1)N1CCOCC1 | -4% | -0.1 | -2% | 8% | -1% | 7% | 8% | -4
CC1CCN(C(=O)COC(=O)C2CCN(S(=O)(=O)c3c(Cl)cccc3Cl)CC2)CC1 | -2% | 0.6 | 5% | -6% | 2% | -6% | -13% | 5
O=C(CN1C(=O)c2ccccc2S1(=O)=O)Nc1ccc(S(=O)(=O)N2CCCCC2)cc1 | 24µM* | -1.1 | 11% | 11% | / | -5% | -2% | -22
CCCN(C(=O)c1cc(S(=O)(=O)N2CCCCCC2)ccc1OC)C1CCS(=O)(=O)C1 (stereo not given) | -1% | -3.8 | 2% | 0% | 1% | -1% | 3% | 1
COc1ccc2[nH]cc(CCNC(=O)CC[C@H]3O[C@@H](n4cc(C)c(=O)[nH]c4=O)C[C@@H]3O)c2c1 | -4% | -1.4 | -17% | -4% | -1% | -20% | 14% | -7
COc1ccccc1OCCNC(=O)C(CCSC)NC(=O)COc1ccccc1 (stereo not given) | -1% | -0.9 | 4% | 3% | -2% | -10% | -2% | -7
CCOc1ccc(N=Cc2ccc(N(C)C)cc2)c(O)c1 | ? | 1.6 | 10% | -35% | / | -10% | -3% | -54*
C/C=C/c1ccc(OCCCCOc2ccc(OC)cc2)c(OC)c1 | -7% | 0.1 | 17% | -26% | 0% | -17% | -12% | 1
Cc1csc(SCC(=O)NCCc2ccc(Cl)cc2)n1 | -2% | -3.6 | -3% | 8% | 0% | -8% | 1% | -6
C=CCOc1cccc(C2/C(=C(/O)c3ccc(F)cc3)C(=O)C(=O)N2CCN2CCOCC2)c1 (stereo not given) | -29% | -2.8 | -8% | -6% | 1% | 10% | 1% | -3
O=C(Cc1ccc(F)cc1)Nc1cc(S(=O)(=O)N2CCOCC2)ccc1N1CCCCC1 | 1% | -2.7 | 4% | -1% | / | 0% | 8% | -4
